GPR151 ag: activators of human GPR151. PathHunter beta-arrestin GPR151 cells, luminescence. activation, % at 11.2 µM. 650,000 compounds, 1% hits. AID 1508602; in the data active means activation above about 4.9%;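 further: 0% = median of compound wells and 100% = cells with positive control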
Target sequence (Q8TDV0 whole entry, looked up): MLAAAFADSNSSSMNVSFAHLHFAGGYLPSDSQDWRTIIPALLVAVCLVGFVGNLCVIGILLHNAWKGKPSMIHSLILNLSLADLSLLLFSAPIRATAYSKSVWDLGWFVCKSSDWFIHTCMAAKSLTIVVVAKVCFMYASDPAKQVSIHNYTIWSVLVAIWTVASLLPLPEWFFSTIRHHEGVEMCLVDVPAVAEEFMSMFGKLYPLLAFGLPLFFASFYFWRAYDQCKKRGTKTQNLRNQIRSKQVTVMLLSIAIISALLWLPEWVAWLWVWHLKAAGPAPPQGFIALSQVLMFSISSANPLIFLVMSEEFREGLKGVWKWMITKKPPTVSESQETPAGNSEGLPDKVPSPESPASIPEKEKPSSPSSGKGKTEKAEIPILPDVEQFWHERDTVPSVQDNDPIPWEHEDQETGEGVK
MITF inh: human MITF inhibition, primary screen; O75030; 650,000 compounds, 0.91% hits; AlphaScreen MITF homodimerization, bead proximity signal; inhibition, % at 2.6 µM; in the data active means inhibition above about 50%;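 further: 0% = vehicle wells with protein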
Target sequence (O75030 whole entry, looked up): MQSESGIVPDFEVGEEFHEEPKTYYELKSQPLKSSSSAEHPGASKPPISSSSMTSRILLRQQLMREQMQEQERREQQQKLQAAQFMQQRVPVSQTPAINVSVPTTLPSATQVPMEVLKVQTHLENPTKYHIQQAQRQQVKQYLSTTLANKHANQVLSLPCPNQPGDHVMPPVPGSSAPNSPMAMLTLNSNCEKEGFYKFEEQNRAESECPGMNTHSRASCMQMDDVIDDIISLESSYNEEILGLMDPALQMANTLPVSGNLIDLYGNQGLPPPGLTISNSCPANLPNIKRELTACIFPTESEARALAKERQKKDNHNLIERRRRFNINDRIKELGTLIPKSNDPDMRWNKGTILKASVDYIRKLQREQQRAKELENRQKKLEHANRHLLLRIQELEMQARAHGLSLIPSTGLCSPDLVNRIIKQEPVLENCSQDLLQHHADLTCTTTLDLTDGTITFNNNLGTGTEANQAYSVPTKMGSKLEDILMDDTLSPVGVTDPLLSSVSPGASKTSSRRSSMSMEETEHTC
TEAD-YAP block: TEAD-YAP interaction inhibition. inhibition, % at 9.12 µM. 640,000 compounds, 1.4% hits. HEK-TIYL cells, TEAD-Gal4/YAP UAS-luciferase luminescence. AID 1259422; in the data active means inhibition above about 32%;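 further: 0% = median of test compound wells and 100% = reference inhibitor wells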
FBW7 activator: human FBW7 E3 ligase activation, primary screen. AlphaScreen FBW7–phospho-cyclin E peptide binding, activator screen. 650,000 compounds, 0.13% hits. normalized activity (activation), % at 26.1 µM; in the data active means normalized activity above about 1.9%;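 further: purified mutant Fbw7 with reduced substrate affinity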
Active calls of the source: *.

SMILES	GPR151 ag	MITF inh	TEAD-YAP block	FBW7 activator
CCOc1ccc(O)c(/C=N/NC(=O)COc2cccc([N+](=O)[O-])c2)c1	-0.2	19.5	4.4	0.5
CCOC(=O)C1=C(C)N=c2s/c(=C\c3ccc(OCc4ccccc4)c(OC)c3)c(=O)n2C1c1ccc(N(C)C)cc1 (stereo unspecified)	-0.3	11.0	4.1	0.2
Cc1c(NC(=O)COc2ccccc2Cl)cccc1[N+](=O)[O-]	4.0	-0.4	-18.0	-0.1
O=C(NCc1ccccc1)c1cnn2c(C(F)(F)F)cc(-c3ccccc3)nc12	-0.2	3.1	2.7	-0.1
CCOCCn1cnc2sc(C(=O)NCCN(CC)CC)c(C)c2c1=O	3.0	21.0	2.4	0.3
CCOC(=O)C1(CC2CCCCO2)CCN(Cc2cnc(SC)nc2)CC1 (stereo unspecified)	2.0	-0.4	-8.9	0.0
Cc1ccc(-c2cc(C(F)(F)F)n3nc(C(=O)Nc4cc(C(F)(F)F)ccc4Cl)c(Cl)c3n2)cc1	-0.9	1.5	-6.7	0.2
COc1ccc2nc(SCC(=O)Nc3nc(-c4ccccc4)cs3)[nH]c2c1	-0.4	-1.5	-32.8	-0.3
CCOC(=O)c1[nH]c(C)c(C(=O)N(CC)Cc2ccccc2)c1C	-0.7	-7.3	-4.0	-0.3
CC(=O)OCCNC(=O)/C(=C\c1ccccc1)NC(=O)c1ccc(Br)cc1	0.1	-12.7	-5.0	-0.4
Cc1ccc(C2CC(c3cccs3)=NN2C(=O)CSc2nnc(CNC(=O)c3ccccc3)n2-c2ccccc2)cc1 (stereo unspecified)	-2.4	0.6	9.7	-0.1
CC(C)c1nc(-c2cccc([N+](=O)[O-])c2)no1	0.9	7.1	9.9	-0.1
CNC(=O)COC(=O)c1ccc2c(c1)OCO2	-1.0	-12.4	3.2	0.2
CCN1/C(=C/c2ccc3cc(C)ccc3[n+]2CC)Sc2ccc(-c3ccccc3)cc21	18.5*	3.3	88.8*	-1.8
Cc1cc(C)nc(NS(=O)(=O)c2ccc(NC(=O)c3ccc([N+](=O)[O-])s3)cc2)n1	-1.5	2.6	8.8	-0.1
O=C(Nc1ccc(OC(F)(F)F)cc1)c1ccc(N2CC3CC(C2)c2cccc(=O)n2C3)c(NC(=O)c2ccc(F)cc2)c1 (stereo unspecified)	-1.3	5.8	12.6	-0.1
O=C(Nc1ccc(-c2nc3ccccc3s2)c(O)c1)c1ccccc1	-0.2	12.0	-17.8	0.2
O=C(N1CCOCC1)N1CCN(S(=O)(=O)N2CCCCC2)CC1	1.2	-1.6	4.3	-0.1
CC[C@H](Cn1nc(-c2ccoc2C)oc1=O)NC(=O)C1CC1	1.3	-11.6	-2.1	0.0
CCOC(=O)c1ccc(-n2c(C)cc(C=O)c2C)cc1	0.9	20.8	1.0	0.1
COc1ccc(CC(=O)NCC(c2cccs2)N2CCc3ccccc3C2)cc1 (stereo unspecified)	3.0	-6.7	-2.7	0.0
COc1ccc(/C=C/C(=O)N2c3ccccc3C(C)(c3ccc(Cl)cc3)CC2(C)C)cc1OC (stereo unspecified)	-1.1	10.0	-5.4	0.0
CCN(CC)c1ccc2cc(-c3nnc(Nc4ccc(Oc5ccc6ccccc6c5Cl)c(Cl)c4)s3)c(=O)oc2c1	-1.0	4.0	6.7	-0.2
O=c1[nH]ncc(N/N=C\c2ccccn2)c1Cl	-3.3	24.1	-10.6	0.6
O=C(Cn1c(=O)oc2cc(S(=O)(=O)NC3CCCC3)ccc21)NCc1ccc(F)cc1	3.0	19.5	6.3	0.2
O=C(CSc1nc(=O)n(CCN2CCOCC2)c2c1CCCC2)Nc1ccc(Cl)c(Cl)c1	-0.7	4.9	1.5	-0.1
O=C1c2ccccc2-c2onc3c(N4CCOCC4)cc(Nc4ccc5c(c4)OCCO5)c1c23	-0.3	1.8	-2.4	-0.6
CCC(CO)Nc1nc(NCc2ccccc2)c2ncn(C(C)C)c2n1 (stereo unspecified)	-0.6	-3.6	1.1	0.0
CC(=O)Nc1cccc(-c2cnn3c(N(C)c4cccc(C)c4)ccnc23)c1	1.2	2.5	-37.1	-0.4
O=C(Cc1ccc(F)cc1)N1CCC[C@H]1Cn1nc(-c2ccc3c(c2)OCCO3)ccc1=O	-0.5	6.9	11.2	0.1
CSC(=NCCCN1CCOCC1)NS(=O)(=O)c1cccs1	0.4	-8.3	1.9	-0.1
CCCCn1c(N)c(NCC)c(=O)[nH]c1=O	0.7	17.9	6.8	-0.1
COc1ccc(-c2noc(N(C)CC(=O)Nc3ccccn3)n2)cc1	-0.4	-6.7	-2.8	0.0
COc1ccc(C(=O)Nc2ccc(C(=O)OCC(C)C)cc2)cc1OC	-0.1	14.2	-1.1	0.0
CC(=O)Nc1ccc(NC(=O)c2sc3nc4c(cc3c2N)CCCCCC4)cc1	-0.2	-13.7	-8.6	0.0
COc1ccc(/C=C/C(=O)O)cc1S(=O)(=O)NC(C)(C)C	3.1	-6.0	9.4	0.2

The last 5 records of the section above lead into the next.
SMILES	GPR151 ag	MITF inh	TEAD-YAP block	FBW7 activator
CCCCn1c(N)c(NCC)c(=O)[nH]c1=O	0.7	17.9	6.8	-0.1
COc1ccc(-c2noc(N(C)CC(=O)Nc3ccccn3)n2)cc1	-0.4	-6.7	-2.8	0.0
COc1ccc(C(=O)Nc2ccc(C(=O)OCC(C)C)cc2)cc1OC	-0.1	14.2	-1.1	0.0
CC(=O)Nc1ccc(NC(=O)c2sc3nc4c(cc3c2N)CCCCCC4)cc1	-0.2	-13.7	-8.6	0.0
COc1ccc(/C=C/C(=O)O)cc1S(=O)(=O)NC(C)(C)C	3.1	-6.0	9.4	0.2
COc1cc(-c2nnc(CSc3nc4ccc(C)cc4[nH]3)o2)cc(OC)c1OC	1.6	-0.9	4.3	-0.1
Cc1ccc(-c2nnc(NCc3ccccc3)c3ccccc23)cc1S(=O)(=O)NCCO	0.7	12.5	5.2	1.0
CCOC(=O)C1=C(C)N=c2s/c(=C/c3ccc(-c4cc(Cl)ccc4Cl)o3)c(=O)n2C1c1ccc(OC)cc1 (stereo unspecified)	-1.8	-15.2	9.9	-0.1
O=C1NC2=C(CCc3ccccc32)C(c2ccccc2)N1 (stereo unspecified)	-2.1	-1.8	2.5	0.0
C/C(=N\N=C1/NC(=O)C(CC(=O)O)S1)c1ccccc1O (stereo unspecified)	-2.4	1.6	-13.1	-0.2
COc1ccc(C(=O)N/N=C/c2cc(Br)ccc2O)cc1Br	-1.4	17.8	0.3	0.1
CN(CCO)C(=S)Nc1cccc(Cl)c1	-0.1	14.7	-5.0	0.3
CCC(C)C(=O)Nc1nnc(CC(C)(C)C)s1 (stereo unspecified)	0.1	3.4	-0.3	0.1
O=C(c1ccc(Cl)cc1)N1CCCn2c1nc1ccccc12	-1.3	3.5	6.3	-0.1
CC(C)C(Nc1nc(N2CCC[C@H]2C(=O)O)ccc1[N+](=O)[O-])C(=O)O (stereo partly specified)	-0.5	4.2	2.7	0.0
CC(=O)C1=C(C)NC(=O)NC1c1ccc(C2NC(=O)NC(C)=C2C(C)=O)cc1 (stereo unspecified)	0.1	18.4	-0.5	-0.1
Cc1c(C(=O)C(=O)NCc2ccc(Cl)cc2)c2ccccc2n1C	0.7	6.8	-2.5	0.0

Compound profiles, as listed above:
Profile of CC(C)c1nc(-c2cccc([N+](=O)[O-])c2)no1 → GPR151 ag = 0.9; MITF inh = 7.1; TEAD-YAP block = 9.9; FBW7 activator = -0.1
Profile of Cc1ccc(C2CC(c3cccs3)=NN2C(=O)CSc2nnc(CNC(=O)c3ccccc3)n2-c2ccccc2)cc1 (stereo unspecified) → GPR151 ag = -2.4; MITF inh = 0.6; TEAD-YAP block = 9.7; FBW7 activator = -0.1

(continued)
SMILES	GPR151 ag	MITF inh	TEAD-YAP block	FBW7 activator
COc1ccc(COC(=O)C2=C(C)NC3=C(C(=O)CC(C)(C)C3)C2c2cc3c(cc2[N+](=O)[O-])OCO3)cc1 (stereo unspecified)	-0.4	7.6	8.7	-0.6
CC1Cc2ccccc2N1C(=O)CN1C(=O)N(C)N(C)c2ncccc21 (stereo unspecified)	-0.7	-12.4	11.1	-0.1
CCCOc1ccc(-c2nc(N3CCCC3)c3ccccc3n2)cc1	-1.0	-2.5	2.3	-0.4
CCOC(=O)n1c(=O)oc2ccc(Cl)cc21	-1.2	2.1	-3.0	0.0
O=C(Cn1c(=O)oc2cc(S(=O)(=O)N3CCCCCC3)ccc21)NC1CCCCCC1	0.7	-18.7	5.0	-0.4
Cc1cc(C)c(N2C(=O)c3ccc(C(=O)Nc4ccc(O)cc4C(=O)O)cc3C2=O)c(C)c1	1.0	10.3	-7.2	-0.5
Cc1ccc(NC(=O)NC2CCC(C)C(NC(=O)Nc3ccc(C)cc3)C2)cc1 (stereo unspecified)	1.9	6.2	-5.4	0.0
Cn1cccc1Cc1nnc(SCC(=O)Nc2nccs2)n1Cc1ccccc1	1.1	-5.9	-0.7	-0.1
N#Cc1cc2cc3c(cc2nc1NCCNC(=O)C1CCC1)OCO3	1.5	-2.0	-3.0	0.0
COCCNc1c(-c2cnn(C)c2C)nc2cnccn12	0.5	-11.7	-5.3	0.0
Cn1c2ccccc2c2nnc(SCC(=O)Nc3ccc(Cl)cc3[N+](=O)[O-])nc21	-1.2	0.3	13.9	0.0
CCCCn1c(CNC(=O)c2ccc(OC)c(OC)c2)nnc1SCC(=O)Nc1sc(C(=O)OCC)c(C)c1C(=O)OCC	-0.4	4.3	2.4	0.0
CC(=O)C1=NN(c2ccccc2)C2C(=O)N(c3ccc(Br)cc3)C(=O)C12 (stereo unspecified)	-1.0	5.3	-2.7	0.3
COC(CNC(=S)Nc1ccc(C)cc1)OC	2.1	-20.9	-22.4	-0.1
Cc1nn(-c2ccccc2)c(N)c1C1(O)C(=O)Nc2c(Cl)cc(Cl)cc21 (stereo unspecified)	0.1	5.0	5.2	-0.2
Nc1ccc(C(=O)/C=C/c2ccc(Br)o2)cc1	0.2	13.9	-50.1	-0.1
OC1CCN(c2ccnc3c(-c4cccc(C(F)(F)F)c4)cnn23)CC1	3.5	11.3	10.0	0.8
Cc1cccc(Cn2c(N3CCCCC3)nc3c2c(=O)[nH]c(=O)n3C)c1	1.1	3.1	-9.7	-0.4
N/C(=N\Nc1ccc([N+](=O)[O-])cc1)c1nonc1N	-1.1	-1.5	2.3	0.0
Cc1ccc(CN2CCN(CC(=O)NC3CCCCCC3)C2=O)cc1	-0.5	-16.5	4.1	0.0
Cc1cc(C)n(CCc2nc3c4ccccc4n(CC(=O)c4ccc(F)cc4)c(=O)n3n2)n1	0.7	-9.3	1.8	0.0
Cc1ccc(CC(=O)Nc2nnc(-c3ccc4c(c3)OCCO4)o2)c(C)c1	-1.7	11.9	11.5	0.5
CN(C)c1ccc(C(C2=C(O)CC(C)(C)CC2=O)C2C(=O)CC(C)(C)CC2=O)cc1 (stereo unspecified)	-1.5	6.1	-7.4	-0.2
Clc1ccc(-c2nc3cccnc3nc2-c2ccc(Cl)cc2)cc1	0.7	-13.2	1.7	0.0
COc1cccc(NC(=O)COc2c(C)cc(C)cc2C)c1	1.0	8.6	-25.9	0.4
Cc1cc(Nc2ccc(F)cc2)nc(N)n1	1.8	-4.6	-7.1	-0.1
CCOc1ccc(C(=O)Nc2ccc(S(=O)(=O)Nc3nc(C)cc(C)n3)cc2)cc1	-0.2	1.1	-0.3	0.1
CSc1ccc(CCNCc2c(C(=O)O)c(C)n(Cc3ccc(Cl)cc3)c2C)cc1	-0.9	12.9	-4.4	-0.2
C=CCOC(=O)C1=C(C)N(C)C(=O)NC1c1ccccc1I (stereo unspecified)	0.7	13.0	-9.8	0.1
Cc1ccc(NC(=O)CCC(=O)O)cc1	-0.7	4.2	6.0	-0.1
O=C(CSc1ccc(-c2ccccn2)nn1)c1ccccc1	0.5	53.0*	-43.7	-1.9
O=c1ccc(-c2ccco2)cn1Cc1cccc(Cl)c1	2.2	2.0	-4.2	0.0
Cc1ccc(C2CC(c3cccs3)=NN2S(=O)(=O)c2ccc(C)cc2)cc1 (stereo unspecified)	0.1	5.3	-11.9	0.4
CN(CCc1ccccc1)C(=O)c1nc2sccn2c1CNCC1CCCCO1 (stereo unspecified)	1.2	11.8	-2.5	0.1
COc1cc(CC2CC2(Cl)Cl)c([N+](=O)[O-])cc1OC (stereo unspecified)	0.2	-1.3	-5.2	0.1
CCCCCC(=O)N/N=C/c1ccc([N+](=O)[O-])o1	-0.9	-20.1	1.1	0.8
CCOc1ccccc1/C=C1/N=C(c2ccc(OC)c(Br)c2)OC1=O	2.3	-7.3	0.4	-0.2
COCC(=O)N(C)C(Cc1ccc(F)cc1)C1CCN(CC2CC=CCC2)CC1 (stereo unspecified)	0.1	-16.0	3.1	0.1
O=C(N/C(=C/c1ccccc1)S(=O)(=O)c1ccccc1)c1ccccc1	1.3	2.0	9.2	0.3
O=[N+]([O-])c1ccc(/C=N/Nc2nnnn2-c2cccc3ccccc23)cc1	1.2	-4.4	-6.4	-0.2
C=CCN1CCN(C(c2ccc(F)cc2)c2nnnn2Cc2ccc(OC)cc2)CC1 (stereo unspecified)	-0.9	1.9	3.5	0.1
CCC(CO)Nc1ccnc2c(-c3ccoc3)cnn12 (stereo unspecified)	0.7	15.6	-26.6	0.3
CCOc1cccc(CN2CCC(CCC(=O)NC3CC3)CC2)c1O	0.7	6.8	2.5	-0.1
Cn1c(SCC(=O)c2ccc(S(=O)(=O)N3CCCCC3)cc2)nc2ccccc21	0.1	-7.8	-0.8	0.0
COc1cccc(CSc2ccc(S(=O)(=O)N3CCOCC3)cc2C(=O)NCC2CCCO2)c1OC (stereo unspecified)	-1.6	0.2	9.0	-0.5
COc1cc2c(cc1OC)C(SC)=NC(C)(C)C2	-0.2	6.6	1.1	-0.1
C1CC2CN(c3nc4nonc4nc3N3CCSCC3)CCN2C1 (stereo unspecified)	3.3	4.7	-24.7	0.1

High-throughput results from PubChem.
